RMI-FANCM inh: disruptors of RMI1/RMI2 association with MM2 peptide – biochemical, fluorescence polarization, human, primary screen | RMI core complex (RMI1/RMI2) binding to FANCM MM2 peptide, human | RMI core complex with F-MM2 peptide; active compounds read low | FP signal (polarization) at 33 µM | actives 0.58% (n = 70,000); in the data active = FP signal below about 40; also: inactives centre near 61; strong numbers were not always called active; unit not given here
An asterisk follows results filed as active; & = joins results of further samples.

Screening COCCNC(=S)N(CCc1c(C)[nH]c2ccc(C)cc12)Cc1ccncc1 returned RMI-FANCM inh 62.
`CSc1ccc(NC(=O)c2ccc(S(=O)(=O)N3CCc4ccccc4C3)cc2)cc1` gave RMI-FANCM inh 56.
O=C(NCCN1CCN(c2ccccc2F)CC1)C(=O)Nc1ccon1 was read as RMI-FANCM inh 66.
For C/C=C\C(=O)NCCn1ncc2c(=O)n(Cc3cccc(C(F)(F)F)c3)cnc21 the results were RMI-FANCM inh 69.
Screening O=C(Oc1coc(CSc2nnc(NC(=O)C3CC3)s2)cc1=O)c1ccc(Br)o1 returned RMI-FANCM inh 52.
Cc1nn(CCNC(=O)c2cccc([N+](=O)[O-])c2)c(C)c1Cl was read as RMI-FANCM inh 62.
Screening O=C(NCc1ccccc1Cl)C(=O)NCC(c1ccc(F)cc1)N1CCOCC1 (configuration not stated) returned RMI-FANCM inh 53.
COc1ccc(C)c2sc(NC(=O)CCCCCCCC(=O)Nc3nc4c(OC)ccc(C)c4s3)nc12 was read as RMI-FANCM inh 83.
CNc1ccccc1C(=O)NCCc1ccccc1 was read as RMI-FANCM inh 60.
`CC(=O)N1CCc2c(sc(NC(=O)c3ccnn3C)c2C(N)=O)C1` gave RMI-FANCM inh 51.
`C=C1c2ccccc2C(=O)N1c1cc(Cl)cc(Cl)c1` gave RMI-FANCM inh 59&55.
Screening CCOC(=O)c1c(NC(=S)NC(=O)CN2C(=O)C3C4C=CC(C4)C3C2=O)sc(C)c1C (configuration not stated) returned RMI-FANCM inh 65.
`N#Cc1sc(-c2ccc(F)cc2)cc1N` gave RMI-FANCM inh 62.
Screening CC(C(=O)O)n1c[n+]([O-])c(-c2ccccc2)c1-c1ccccc1 (configuration not stated) returned RMI-FANCM inh 65.
For CC(=O)N1CCc2cc(Br)cc([N+](=O)[O-])c21 the results were RMI-FANCM inh 55.
For O=C(Nc1cc(Cl)cc(Cl)c1)N1CCN(c2ccc([N+](=O)[O-])cn2)CC1 the results were RMI-FANCM inh 67.
Screening Cc1cc(C)nc(SCc2n[nH]c(=S)n2C)n1 returned RMI-FANCM inh 60.
Screening COc1ccc(CC(=O)NCCCS(=O)(=O)N2CCN(c3ccccn3)CC2)cc1 returned RMI-FANCM inh 59.
For CSc1ccc(-c2noc(-c3ccc(CS(=O)(=O)c4ccc(C)cc4)o3)n2)cc1 the results were RMI-FANCM inh 100.
Screening Cn1c(SCc2ccc([N+](=O)[O-])cc2)nc2c(c1=O)SCC2 returned RMI-FANCM inh 55.
`COc1ccc(-c2csc(CN3CCN(C(=O)c4ccc(C)c(C)c4)CC3)n2)cc1` gave RMI-FANCM inh 64.
COc1ccc(N2CCCS2(=O)=O)cc1NC(=O)Cc1cccc2ccccc12 was read as RMI-FANCM inh 58.
Screening COc1ccc(Cn2c(SCc3nc(-c4ccc(F)cc4)no3)nc3ccsc3c2=O)cc1 returned RMI-FANCM inh 107.
CC(C)N(CCC#N)C(=O)Nc1ccc2c(c1)CCO2 was read as RMI-FANCM inh 61.
O=C(c1cn(-c2cccc(Cl)c2)nn1)N1CCN(c2ccccc2)CC1 was read as RMI-FANCM inh 59.
CSc1ccccc1C(=O)Nc1cc(C)nn1C(C)C was read as RMI-FANCM inh 68.
For CN1CCc2cc(C(CNC(=O)c3ccc(Br)cc3)N3CCOCC3)ccc21 (configuration not stated) the results were RMI-FANCM inh 56.
Screening CC(C)CN(CC(C)C)S(=O)(=O)c1ccc(C(=O)Nc2nc(-c3ccncc3)cs2)cc1 returned RMI-FANCM inh 69.
For O=C(CCc1csc(NC(=O)NC2CCCCC2)n1)Nc1nccs1 the results were RMI-FANCM inh 64.
O=C(Nc1nc(CN2CCc3ccccc3C2)cs1)c1ccc(F)cc1F was read as RMI-FANCM inh 63.
Screening CC(C)N1CCC(CNC(=O)c2ccc(Cl)c(Cl)c2)CC1 returned RMI-FANCM inh 83.
O=C(CN1CCN(Cc2ccc3c(c2)OCO3)CC1)c1ccc(Cl)cc1 was read as RMI-FANCM inh 66.
Screening CC1=C(C(=O)Nc2cccc(C)c2C)C(c2cccc3ccccc23)NC(=S)N1 (configuration not stated) returned RMI-FANCM inh 72.
For Cc1ccc(NC(=O)Cn2c(C)cc(C)c(-c3nc(-c4ccc(F)cc4)no3)c2=O)cc1Cl the results were RMI-FANCM inh 138.
For COc1cc(Cl)c(S(=O)(=O)n2c([N+](=O)[O-])cnc2C)cc1Cl the results were RMI-FANCM inh 81.
`Cc1c(Cl)cccc1NC(=O)C1=NNC(=O)CC1` gave RMI-FANCM inh 56.
CC(=O)Nc1cccc(NC(=O)Cc2csc(SCc3ccc(Br)cc3)n2)c1 was read as RMI-FANCM inh 71.
`O=C(COc1ccc(Cl)cc1Cl)NCCn1nc(-c2cccs2)ccc1=O` gave RMI-FANCM inh 66.
`CCC[C@@H]1C[C@@H](C(=O)N[C@@H]([C@H]2O[C@H](SC)[C@H](O)[C@@H](O)[C@@H]2O)[C@@H](C)O)N(C)C1` gave RMI-FANCM inh 44&65.
`N#Cc1ccc(Cl)cc1NC(=O)C(=O)NC1CC1` gave RMI-FANCM inh 54.
For CCOC(=O)c1sc(NC(=O)c2sc3ccccc3c2Cl)cc1C the results were RMI-FANCM inh 93.
Screening CC1(C)CC2C1CCC1(C)OC1CCC2(C)O (configuration not stated) returned RMI-FANCM inh 67.
`CC(=O)N1CCc2ccc(NS(=O)(=O)Cc3ccc(F)cc3)cc2C1` gave RMI-FANCM inh 71.
`CCC1=C[C@H]2CN(C1)Cc1c([nH]c3ccccc13)[C@@](C(=O)OC)(c1cc3c(cc1OC)N(C)[C@H]1[C@@](O)(C(=O)OC)[C@H](OC(C)=O)[C@]4(CC)C=CCN5CC[C@]31[C@@H]54)C2` gave RMI-FANCM inh 83.
COc1ccc(-c2cc(-c3cccs3)c(C#N)c(=O)[nH]2)cc1 was read as RMI-FANCM inh 52.
For C#CCn1c(=NC(=O)c2ccn(CC)n2)sc2cc(S(N)(=O)=O)ccc21 the results were RMI-FANCM inh 64.
`COc1ccc(-n2nc3c(c2NC(=O)C(=O)NCC2CCCO2)CSC3)cc1` (configuration not stated) gave RMI-FANCM inh 52.
O=C(Cc1cc(=O)[nH]c(SCc2ccc(F)cc2)n1)NCCc1ccc(F)cc1 was read as RMI-FANCM inh 62.
O=C(CC1CCCCN1S(=O)(=O)c1ccc(F)cc1)NCCCc1ccccc1 (configuration not stated) was read as RMI-FANCM inh 69.
For O=C(Cn1c2c(c(=O)n(C3CCCCC3)c1=O)CCC2)Nc1nc2ccccc2s1 the results were RMI-FANCM inh 60.
For O=[N+]([O-])c1ccc(CSc2ncnc3c2oc2ccccc23)cc1 the results were RMI-FANCM inh 75.
CCOC(=O)N1CCN(C(=O)CCc2nc3sc4c(c3c(=O)[nH]2)CCCCC4)CC1 was read as RMI-FANCM inh 60.
COc1ccc(-c2ccc(=O)n(CCCC(=O)Nc3ccc(C(N)=O)cc3)n2)cc1OC was read as RMI-FANCM inh 73.
COc1ccccc1-c1nnc2n1N=C(c1ccc(Cl)cc1)CS2 was read as RMI-FANCM inh 56.
Screening CCC(=O)c1c(OC)cc(OC)cc1C(=O)OC returned RMI-FANCM inh 54.
Screening O=C(CCC1CCCCC1)NCCn1ncc2c(N3CCN(Cc4ccccc4)CC3)ncnc21 returned RMI-FANCM inh 54.
Screening CCOc1cc(-c2nnc(NC(=O)c3ccc(OC(C)C)cc3)o2)cc(OCC)c1OCC returned RMI-FANCM inh 59.
`COc1ccc(C2CC(c3ccc(Br)cc3)=NN2C(=O)CSc2nnc3[nH]c(=O)cc(C)n23)cc1` (configuration not stated) gave RMI-FANCM inh 56.
O=C(Cn1cnc2c(nnn2Cc2ccccc2)c1=O)c1ccc(Br)cc1 was read as RMI-FANCM inh 68.
For O=C(NCCNC(=O)c1ccc(NC(=O)C2CCCC2)cc1)Nc1ccc(F)c(F)c1 the results were RMI-FANCM inh 82.
`COc1ccc(S(=O)(=O)N2CCN(c3cnccn3)CC2)cc1` gave RMI-FANCM inh 65.
Screening CC(=O)Nc1ccc(C(=O)NCCNS(=O)(=O)CCc2ccccc2)cc1 returned RMI-FANCM inh 65.
For CNC(=O)c1cc2c(cn1)[nH]c1ccccc12 the results were RMI-FANCM inh 53.
CCN1C(=O)C(C)(C)COc2ccc(NC(=O)c3cccc(OC)c3)cc21 was read as RMI-FANCM inh 68.
O=C(Nc1ccccc1Cl)c1cn(Cc2ccc(F)cc2)nc1OCc1ccc(F)cc1 was read as RMI-FANCM inh 59.
Screening CCOC(=O)C(C)Oc1ccc(C)c(NC(=O)c2ccc(Cl)cc2[N+](=O)[O-])c1 (configuration not stated) returned RMI-FANCM inh 59&55.
CCc1nc(-n2nc(C)cc2N)c2c3c(sc2n1)CCC3 was read as RMI-FANCM inh 56.
Screening CCOc1cccc2sc(NCc3cccnc3)nc12 returned RMI-FANCM inh 64.
O=[N+]([O-])c1cccc(C(O)CNCc2ccc3c(c2)OCO3)c1 (configuration not stated) was read as RMI-FANCM inh 56&56.
CCOC(=O)Cn1c(=O)n(-c2ccc(Cl)cc2)c(=O)c2cc(-c3ccccc3)sc21 was read as RMI-FANCM inh 49.
For Cc1ccc(Cc2nnc(NC(=O)C3CCCN(S(C)(=O)=O)C3)o2)cc1 (configuration not stated) the results were RMI-FANCM inh 62.
For COc1ccc(N2CCN(C(=O)CCCCn3c(=O)[nH]c4cc(OC)c(OC)cc4c3=O)CC2)cc1 the results were RMI-FANCM inh 63.

An excerpt from above in order of count of non-hydrogen atoms, low to high:
For CNC(=O)c1cc2c(cn1)[nH]c1ccccc12 the results were RMI-FANCM inh 53.
Screening CCC(=O)c1c(OC)cc(OC)cc1C(=O)OC returned RMI-FANCM inh 54.
Screening CCOc1cccc2sc(NCc3cccnc3)nc12 returned RMI-FANCM inh 64.
CCc1nc(-n2nc(C)cc2N)c2c3c(sc2n1)CCC3 was read as RMI-FANCM inh 56.
O=[N+]([O-])c1cccc(C(O)CNCc2ccc3c(c2)OCO3)c1 (configuration not stated) was read as RMI-FANCM inh 56&56.
COc1ccccc1-c1nnc2n1N=C(c1ccc(Cl)cc1)CS2 was read as RMI-FANCM inh 56.
For Cc1ccc(Cc2nnc(NC(=O)C3CCCN(S(C)(=O)=O)C3)o2)cc1 (configuration not stated) the results were RMI-FANCM inh 62.
Screening CC(=O)Nc1ccc(C(=O)NCCNS(=O)(=O)CCc2ccccc2)cc1 returned RMI-FANCM inh 65.
Screening CCOC(=O)C(C)Oc1ccc(C)c(NC(=O)c2ccc(Cl)cc2[N+](=O)[O-])c1 (configuration not stated) returned RMI-FANCM inh 59&55.
CCOC(=O)Cn1c(=O)n(-c2ccc(Cl)cc2)c(=O)c2cc(-c3ccccc3)sc21 was read as RMI-FANCM inh 49.
For O=C(NCCNC(=O)c1ccc(NC(=O)C2CCCC2)cc1)Nc1ccc(F)c(F)c1 the results were RMI-FANCM inh 82.
O=C(Nc1ccccc1Cl)c1cn(Cc2ccc(F)cc2)nc1OCc1ccc(F)cc1 was read as RMI-FANCM inh 59.
Screening CCOc1cc(-c2nnc(NC(=O)c3ccc(OC(C)C)cc3)o2)cc(OCC)c1OCC returned RMI-FANCM inh 59.
Screening O=C(CCC1CCCCC1)NCCn1ncc2c(N3CCN(Cc4ccccc4)CC3)ncnc21 returned RMI-FANCM inh 54.
For COc1ccc(N2CCN(C(=O)CCCCn3c(=O)[nH]c4cc(OC)c(OC)cc4c3=O)CC2)cc1 the results were RMI-FANCM inh 63.

Continued:
For CCOC(=O)c1cc(C#N)c(Sc2nnc(SC)s2)nc1C(F)(F)F the results were RMI-FANCM inh 56.
`O=C(O)CNC(=O)c1sc2ccccc2c1Cl` gave RMI-FANCM inh 59.
Screening NC(=O)C1CCN(C2CCCC2)CC1 returned RMI-FANCM inh 67.
`O=C(Nc1nnc(Cc2cccs2)o1)c1ccc2ncsc2c1` gave RMI-FANCM inh 72.
For N#CC1=C(NC(=O)CCl)NC(SCc2ccccc2)=C(C#N)C12CCCCC2 the results were RMI-FANCM inh 64.
Screening O=S(=O)(Nc1ccc(F)cc1)c1ccc(Oc2ccccc2Cl)cc1 returned RMI-FANCM inh 58.
For COc1cn2c(cc1=O)C(=O)N(CCNC(=O)CC(C)(C)C)CC2 the results were RMI-FANCM inh 61.
`Cn1cc(C(=O)N2CCN(C(=O)c3ccco3)CC2)c2nn(-c3ccccc3)c(=O)c-2c1` gave RMI-FANCM inh 57.
For COc1coc(C(=O)Nc2cccc(Cl)c2C)cc1=O the results were RMI-FANCM inh 60.
For Cc1ccc2c(c1)c1c(n2CC(O)Cn2ccnc2C)C(=O)CCC1 (configuration not stated) the results were RMI-FANCM inh 69.
Screening CC(=O)NNc1ncc(-c2ccc(Cl)cc2)s1 returned RMI-FANCM inh 66.
Screening Cc1nc(/C(N)=N\OC(=O)c2c(-c3ccccc3)noc2C)cs1 returned RMI-FANCM inh 53.
For O=C(COc1ccc(Cl)cc1)NCc1ccc2[nH]c3c(c2c1)CCCC3 the results were RMI-FANCM inh 42.
For CN(C)CCSc1ccc(NC(=O)c2cccc(F)c2)nn1 the results were RMI-FANCM inh 72.
Screening COc1ccc(-c2ccc3nnc(SCC(=O)NCC4CCCO4)n3n2)cc1OC (configuration not stated) returned RMI-FANCM inh 57.
For CCC(=O)Nc1ccc(S(=O)(=O)NCC2CCN(Cc3ccccc3)CC2)c(C)c1 the results were RMI-FANCM inh 77.
For CC(=O)Nc1ccc(NC(=O)C(=O)NCC(c2ccc3c(c2)CCCN3C)N2CCN(C)CC2)cc1 (configuration not stated) the results were RMI-FANCM inh 65.
Screening CCn1nc(C(=O)N(Cc2ccccn2)c2nc3c(F)cccc3s2)cc1C returned RMI-FANCM inh 64.
For COc1ccc(Oc2cccc(F)c2C#N)cc1 the results were RMI-FANCM inh 53.
Screening COc1cc(=O)n(-c2ccccc2)nc1C(=O)Nc1ccc(C(F)(F)F)cc1 returned RMI-FANCM inh 70.
`COC(=O)c1ccc(C(=O)Nc2nc3ccc(C(C)C)cc3s2)cc1` gave RMI-FANCM inh 70.
Screening COc1ccc(Cl)cc1C(=O)CN1C(=O)COc2ccccc2C1=O returned RMI-FANCM inh 66.
Screening CCc1ccccc1NC(=O)CSc1ncc(S(=O)(=O)c2ccc(C)cc2)c(N)n1 returned RMI-FANCM inh 58.
For CN1C(=O)c2ccc(NC(=O)CS(=O)(=O)c3ccc(F)cc3)cc2C1=O the results were RMI-FANCM inh 66.

This is a subset; the hit share may differ from the screen's.
